p53 reactivation: re-activators of mutant p53 | H1299 p53-A138V BP100-luciferase reporter, luminescence, 24 h | Potency, µM (top dose mostly 92.2 µM), inactives show at the top dose activity change, positive = activation, usual class: activators | 320,000 tested, 0.063% active; further: % of control where 0% means no effect; nearly all actives have a fitted effect of over 45% in size
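H1299 (p53-null), stable ts p53-A138V + BP100-Luc; 1000 cells/well, Opti-MEM/10% FBS; cpd 4 pt, 1:5; 24 h, 37 deg C, 5% CO2; detection reagent 10 min RT; luminescence.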
NPC1 prom act: activates the NPC1 promoter; Potency, µM (titrated, usually from 9.22 µM), inactives show at the highest dose activation, most hits filed as activators; AID 485313; 320,000 tested, 2.4% active; Huh7 NPC1 promoter luciferase reporter, 24 h;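 further: % of control where 0% means no effect; nearly all actives have a fitted effect of over 60% in size; reporter is driven by a mutant NPC1 promoter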
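Luciferase expression driven by the NPC1 promoter was measured in stably transfected Huh7 cells after a 24 h compound incubation, using a luciferase reagent and a luminescence read.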
BRCA1 expr up: BRCA1 expression activation. MCF7-BRCA1-FFLuc reporter, luminescence, 48 h; response scale: scaled: vehicle 0%, 10 µM genistein 100%. Potency, µM (highest dose often 46.1 µM), for inactives: at the top dose activation, actives largely listed as activators. 380,000 tested, 1.1% active; further: nearly all actives have a fitted effect of over 80% in size; some results filed as inactive show a strong effect at the top dose
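Luminescence from a BRCA1-driven firefly luciferase in MCF7 cells was the read-out, taken 15 min after substrate addition following 48 h compound exposure at 37 °C. Data were normalized to a 10 microM genistein control and DMSO vehicle.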
uPA surface inh: inhibitors of cell surface uPA generation; cell surface uPA generation assay, qHTS; Potency, µM (titrated, usually from 38.3 µM), inactives show at the top dose activity change, negative = inhibition, hits mostly inhibitors; 330,000 tested, 0.31% active; AID 540303; active means well fitted inhibition curve with a large enough effect; inconclusive means small, poorly fitted or top-dose-only effect; inactive means no such curve, though single readings can be large or run the other way; tested in mouse RAW 264.7 cells; further: on the % scale 0 is the no-effect control and ±100 the full control effect; nearly all actives have a fitted effect of over 55% in size
RORgamma inh: blocks mouse ROR gamma transcriptional activity. 310,000 tested, 5.4% active. P51450. Potency, µM (doses to about 53.6 µM), for the others: at the highest dose activity change, negative = inhibition, most hits filed as inhibitors. Drosophila S2 Gal4-RORgamma UAS-luciferase reporter, 20 h; further: on the % scale 0 is the no-effect control and ±100 the full control effect; nearly all actives have a fitted effect of over 60% in size
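Stable Schneider cell line, Gal4 DNA-binding domain fused to ROR gamma, UAS-luciferase. Cmpd 1 hr RT → CuSO4 700 uM final → 20 hr RT → luciferase reagent 10 min → luminescence.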
Rab9 prom act: activators of Rab9 promoter | Huh7 Rab9 promoter-luciferase reporter, luminescence, 24 h | Potency, µM (highest dose often 9.22 µM), inactives show at the top dose activation, negative = inhibition, most hits filed as activators | 320,000 tested, 2.8% active; further: % of control where 0% means no effect; nearly all actives have a fitted effect of over 60% in size
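Huh7 cells stably carrying Rab9 promoter–luciferase reporter, plated 1500 cells/well, compound added after 2 h and incubated 24 h at 37 °C; luciferase luminescence then read after 10 min with detection reagent.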
Gal4-VP16 FLuc: Gal4-VP16 reporter inhibition counter-screen; Drosophila S2 Gal4-VP16 UAS-luciferase, luminescence, 20 h; Potency, µM (highest dose often 53.6 µM), without a hit: top-dose activity, negative = inhibition, most hits filed as inhibitors; 310,000 tested, 3.5% active;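 further: Gal4-VP16 expression switched on by copper sulfate through the metallothionein promoter; on the % scale 0 is the no-effect control and ±100 the full control effect; nearly all actives have a fitted effect of over 50% in size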
ELG1 genotoxic: induces genotoxicity in HEK293T cells with luciferase-tagged ELG1 | HEK293T ELG1-luciferase reporter, luminescence, 16 h | Potency, µM (top dose mostly 46 µM), inactives show at the top dose activity change, positive = activation, actives largely listed as activators | 330,000 tested, 1.3% active; further: % of control where 0% means no effect; nearly all actives have a fitted effect of over 60% in size
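After overnight (16 hr) compound treatment at 37 °C, ELG1-luciferase HEK293T cells were lysed with ONE-Glo; luminescence quantified 30 min later at room temperature.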
FLuc counter: firefly luciferase modulation, counter-screen for miR-21 project; purified FLuc, Km substrates, luminescence inhibition; Potency, µM (doses to about 57.5 µM), for the others: at the top dose activity change, negative = inhibition, actives largely listed as inhibitors; 360,000 tested, 6.9% active; AID 588342;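 further: plate controls were vehicle for no effect and reference inhibitor for full effect; nearly all actives have a fitted effect of over 55% in size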
Target sequence (P08659 whole entry, looked up): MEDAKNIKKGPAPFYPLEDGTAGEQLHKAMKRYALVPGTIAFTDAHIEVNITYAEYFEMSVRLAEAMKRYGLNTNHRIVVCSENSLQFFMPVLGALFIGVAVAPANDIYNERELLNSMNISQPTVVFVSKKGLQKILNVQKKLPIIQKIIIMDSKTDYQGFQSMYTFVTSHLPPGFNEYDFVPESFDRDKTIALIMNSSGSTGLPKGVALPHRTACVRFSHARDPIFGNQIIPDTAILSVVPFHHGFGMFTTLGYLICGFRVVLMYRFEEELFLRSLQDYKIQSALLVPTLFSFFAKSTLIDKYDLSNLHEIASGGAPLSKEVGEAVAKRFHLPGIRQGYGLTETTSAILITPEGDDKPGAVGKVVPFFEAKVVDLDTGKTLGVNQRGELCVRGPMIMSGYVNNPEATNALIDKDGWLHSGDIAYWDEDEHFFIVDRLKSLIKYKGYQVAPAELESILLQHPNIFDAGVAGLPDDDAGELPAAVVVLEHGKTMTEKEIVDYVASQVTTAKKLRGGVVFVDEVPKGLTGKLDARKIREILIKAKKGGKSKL
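Biochemical qHTS of compounds, final roughly 60 µM downward over six points, against 10 nM purified firefly luciferase using Km concentrations of substrates (10 uM D-luciferin, 10 uM ATP) in Tris acetate pH 7.5 buffer; luminescence output.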
MBNL1-CUG inh: MBNL1-poly(CUG) RNA binding inhibition; Q9NR56; TR-FRET MBNL1-His/biotin-(CUG)12 binding, 665/545 ratio; Potency, µM (highest dose often 57.5 µM), without a hit: top-dose activity change, negative = inhibition, hits mostly inhibitors; 280,000 tested, 0.036% active; active means well fitted inhibition curve with a large enough effect in the signal ratio, with a control signal flat, not every such curve was filed as active; inconclusive means small, poorly fitted or top-dose-only effect, or effect the other way, or a change in a side signal; inactive means no such curve, though single readings can be large or run the other way; the % refers to the signal ratio; further: on the % scale 0 is the no-effect control and ±100 the full control effect
Target sequence (Q9NR56 whole entry, looked up): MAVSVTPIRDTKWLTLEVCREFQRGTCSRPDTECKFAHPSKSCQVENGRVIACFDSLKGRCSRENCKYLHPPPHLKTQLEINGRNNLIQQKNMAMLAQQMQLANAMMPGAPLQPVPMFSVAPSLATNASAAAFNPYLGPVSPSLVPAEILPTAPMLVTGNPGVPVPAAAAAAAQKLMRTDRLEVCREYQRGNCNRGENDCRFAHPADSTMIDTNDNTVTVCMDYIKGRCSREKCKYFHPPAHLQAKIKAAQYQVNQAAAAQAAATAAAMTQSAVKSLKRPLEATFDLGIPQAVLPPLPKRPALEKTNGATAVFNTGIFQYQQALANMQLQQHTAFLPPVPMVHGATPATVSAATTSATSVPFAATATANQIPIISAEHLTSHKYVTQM
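His-tagged MBNL1 binding to biotinylated (CUG)12 RNA was measured by TR-FRET using terbium anti-His antibody (0.055 ng/ul final) and streptavidin-XL665 (5 nM final). Compounds were titrated 92 nM to 58 uM; 60 min at room temperature.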
Active calls of the source: *; ? = inconclusive; . = not tested or not shown; [ ] = dose if it differs, or a comment. Unless noted, the call rests on the fitted dose curve; in most records, active means well fitted curve in the direction sought with a large enough effect; inconclusive means small, poorly fitted or top-dose-only effect, or another doubt; inactive means no such curve, though single readings can be large; an effect the other way counts as inactive or inconclusive. Potency means the concentration at half of the fitted maximal effect.

Values run as follows: p53 reactivation	NPC1 prom act	BRCA1 expr up	uPA surface inh	RORgamma inh	Rab9 prom act	Gal4-VP16 FLuc	ELG1 genotoxic	FLuc counter	MBNL1-CUG inh
OCC[C@H]1C[C@H](O)[C@@H](O)[C@]2(Cc3ccccc3CCO2)O1
→ 2%	1%	-12%	7%	.	1%	.	3%	-2%	.
N/C(=N\OC(=O)Cc1ccc([N+](=O)[O-])cc1)c1ccccn1
→ ?	22%	?	-16%	-4%	?	-16%	12%	?	.
CCC(C)(c1ccc(C=O)s1)c1ccc(C=O)s1
→ 1%	1%	2%	-2%	-5%	-3%	1%	0%	1%	28%
COC(=O)CC1=C(C(=O)OC)C(c2cccc(OCC(N)=O)c2)C(C#N)=C(N)O1 (stereo not given)
→ 3%	4%	-1%	1%	2%	-1%	4%	-1%	0%	-4%
Cc1cc(SCC(=O)Nc2ccccc2)n2ncc(-c3ccccc3)c2n1
→ -1%	-6%	-53%	10%	-33%	8%	-6%	-5%	1%	.
O=C(O)c1cc(O)c2c(c1)[C@@H]([C@H]1c3cc(C(=O)O)cc(O)c3C(=O)c3c(O[C@@H]4O[C@H](CO)[C@@H](O)[C@H](O)[C@H]4O)cccc31)c1cccc(OC3O[C@H](CO)[C@@H](O)[C@H](O)[C@H]3O)c1C2=O (stereo not given in full)
→ -11%	-32%[inhibitor]	0%	?	.	-48%[inhibitor]	.	.	?	.
Cc1ccc2[nH]c3c(=O)n(Cc4ccco4)cnc3c2c1
→ -2%	13%	9%	0%	1%	22%	2%	5%	-1%	-3%
COc1ccccc1C(=O)NCC(=O)NCC1(N2CCCCC2)CCCCC1
→ 1%	0%	-14%	-1%	.	-8%	.	-4%	-1%	.
Cc1ccc(C(C(=O)NC2CCCC2)N(Cc2ccc(F)cc2)C(=O)c2snc(C(N)=O)c2N)o1 (stereo not given)
→ -4%	2%	-34%	1%	45%	-3%	-10%	-10%	-3%	7%
CC(=O)NC(CC(=O)N(Cc1ccccc1)c1cccc(C)c1)c1ccccc1 (stereo not given)
→ -17%	-2%	-1%	-4%	-21%	2%	-8%	-3%	-3%	-19%
O=C(CC1Nc2c3ccccc3nc(=S)n2C1=O)NC1CCCCC1 (stereo not given)
→ 3%	-4%	.	.	-3%	6%	-6%	3%	5%	4%
COc1ccc(-c2c(C#Cc3ccsc3)c3ccccc3n2C)cc1
→ .	22%	0%	?	?	25%	0%	1%	?	-4%
COc1ccc(C(=O)Nc2cccc3nc(C)ccc23)c(OC)c1
→ -11%	1%	-32%	-2%	1%	8%	-3%	0%	?	32%[activator]
CCOC(=O)[C@@H]1[C@H]2COc3ccc(Br)cc3[C@H]2N2C(=O)N(c3ccc(OC)cc3)C(=O)[C@]12C
→ -3%	.	-13%	2%	.	.	.	-1%	.	.
Cc1ccc2c(C(=O)CN3CCCCC3CCO)c(C)[nH]c2c1 (stereo not given)
→ -7%	-2%	-39%	7%	-1%	3%	-8%	0%	2%	7%
O=C(N/N=C/c1ccncc1)NC1CCCCC1
→ -3%	5%	-41%	-6%	13%	15%	-11%	4%	-2%	0%
CN(CCC1CCOCC1)Cc1cn[nH]c1-c1ccc(-c2ccccc2)cc1
→ 1%	0%	?	-8%	13%	13%	-6%	10%	-5%	-1%
COc1ccc(Cl)cc1NC(=O)CN1CCN(S(=O)(=O)N2CCC(C)CC2)CC1
→ 7%	-5%	-36%	-4%	2%	5%	-10%	-2%	-3%	-2%
C=CCN(C(=O)CCC(=O)Nc1cc(C)on1)C(C(=O)NC1CCCC1)c1cccnc1 (stereo not given)
→ -5%	1%	10%	-4%	-3%	7%	-2%	3%	1%	2%
O=C(O)CC1(CC(=O)Nc2ccc3ccccc3n2)CCCCC1
→ -1%	-7%	0%	-1%	-3%	-4%	5%	0%	-2%	-2%
CCCOc1ccc(C(=O)N/N=C/c2c[nH]c3ccc(Br)cc23)cc1
→ 3%	1%	-72%	-4%	-20%	1%	0%	-3%	?	-2%
COc1ccc(CC(=O)NNC(=S)Nc2ccccc2)cc1Cl
→ -3%	-7%	-28%	3%	?	-3%	3%	1%	-14%	-13%
CCC(NC(=O)CCl)c1ccc(C)cc1 (stereo not given)
→ -12%	-8%	10%	.	30%	-7%	2%	-18%	-1%	-4%
O=C(c1cc2c(s1)CCCC2)N1CCN(S(=O)(=O)c2ccccc2C(F)(F)F)CC1
→ -2%	0%	-40%	6%	20%	-5%	-4%	-4%	2%	.
COc1ccc(OCC(=O)Nc2cc(NC(=O)c3ccco3)ccc2OC)cc1
→ .	0%	8%	-3%	.	-2%	.	-17%	?	-7%
C=C(C)CN(CC)C(=O)CSc1nc2ncc(Cl)cc2[nH]1
→ 4%	-3%	16%	-3%	?	2%	11%	1%	?	0%
O=C(NN=C1C2CC3CC(C2)CC1C3)c1ccncc1
→ -3%	1%	1%	6%	-32%	5%	2%	2%	5%	5%
COc1ccc([N+](=O)[O-])cc1/C=N/NC(=O)CNC(=O)C(c1ccccc1)c1ccccc1
→ -4%	-6%	-20%	10%	?	-4%	?	-1%	-4%	18%
Cc1cccc(OCc2ccc(C(=O)Nc3ccc(F)cc3)cc2)c1
→ 9%	1%	63%	3%	28%	1%	0%	1%	0%	-14%
Nc1c(Cl)cc(Cl)cc1C(=O)OCC(=O)N1CCCC1
→ -4%	-1%	-16%	.	1%	4%	16%	7%	4%	2%
CC(=O)c1cnc2nc(C)nn2c1C
→ -2%	1%	0%	1%	-8%	1%	-1%	2%	-1%	-4%
Cc1c(-c2ccc(Cl)cc2)oc(=O)c2c(N)n(-c3ccccc3)nc12
→ 5%	12%	-14%	-5%	7.9µM*	4%	?	11%	-18%	24%
Cc1ccc(NC(=O)Nc2nc3ccccc3s2)cc1NC(=O)Nc1nc2ccccc2s1
→ 3%	15%	-14%	-2%	21%	1%	8%	-6%	?	-3%
COc1ccc(C(CNC(=O)Nc2cccc(C)c2)N2CCN(C)CC2)cc1 (stereo not given)
→ -6%	0%	5%	9%	-3%	8%	-22%	1%	-5%	-9%
O=C(CCn1c(=O)oc2ccccc21)N1CCc2ccccc21
→ 6%	?	83%	-4%	11%	28%	0%	3%	?	-6%
CCOC(=O)c1ccc[n+](CC(=O)c2ccc(OC)cc2)c1
→ 1%	-1%	0%	-4%	4%	-3%	?	1%	-1%	15%
CC(=O)c1c(C)[nH]c(C(=O)Nc2cccc(S(=O)(=O)N(C)C)c2)c1C
→ 4%	1%	-1%	-13%	10%	?	?	?	-18%	.
Nc1nc(Nc2ccccc2)nc2ccccc12
→ ?	0.56µM*	?	-11%	?	0.63µM*	?	?	1.3µM*	-29%
CC1CCCC(C)N1C(=O)COC(=O)C1CCN(S(=O)(=O)c2ccc3c(c2)OCCO3)CC1 (stereo not given)
→ 0%	-4%	13%	-18%	.	-4%	.	0%	0%	.
CC(Oc1ccc(F)cc1)c1ccnc2nc(/N=C/N(C)C)nn12 (stereo not given)
→ 4%	-3%	-2%	1%	12%	1%	8%	4%	0%	1%
CCN(C(=O)C1CCCN(c2nc(-c3ccc(OC)cc3)no2)C1)c1ccc(OC)cc1 (stereo not given)
→ .	-9%	-28%	8%	39%	15%	3%	0%	3%	-2%
C=CCC1(O)C(=O)N2C(=C1C(=O)OCC)c1ccc3ccccc3c1CC2(C)C (stereo not given)
→ .	1%	-2%	5%	-19%	0%	-12%	.	2%	3%
Cc1cc(C)cc(N(CC(=O)NC2CCCC2)C(=O)C2(C)CC(=O)N=C3C=CC=CN32)c1 (stereo not given)
→ 10%	1%	-8%	10%	12%	-1%	0%	-1%	0%	-7%
CCOC(=O)C1CCCN(C(=O)c2ccc(C)cc2O)C1 (stereo not given)
→ -5%	4%	0%	.	-12%	-10%	-11%	-3%	-2%	-6%
COc1ccc(N2CC(C(=O)Nc3nnc(SCC(=O)NC(C)(C)C)s3)CC2=O)cc1 (stereo not given)
→ -9%	0%	17%	8%	43%	-2%	4%	0%	2%	-12%
Cc1onc(-c2c(Cl)cccc2Cl)c1C(O)c1ccc(F)cc1 (stereo not given)
→ -5%	2%	-9%	0%	14%	1%	11%	-4%	-2%	-1%
Cc1nnc(SC(C)C(=O)Nc2ccc(Cl)cn2)n1Cc1ccccc1 (stereo not given)
→ -5%	1%	5%	10%	9%	-15%	-1%	-5%	6%	2%
CCOC(=O)c1cnc2c(OC)cccc2c1Nc1ccc2c(c1)OCCO2
→ 23%	-7%	-91%	-1%	16µM*	0%	18µM*	-1%	?	5%
CC1=C(C#N)CCC(=O)N1Cc1ccc(C)cc1
→ -3%	0%	4%	12%	-21%	0%	-1%	0%	-1%	0%
O=C(CCCOc1ccccc1)Nc1ccc(S(=O)(=O)Nc2ccccn2)cc1
→ -2%	-2%	2%	-2%	-3%	-5%	-16%	0%	-9%	-6%
Cc1ccc(S(=O)(=O)CC(=O)Nc2nc3ccccc3s2)cc1
→ 1%	-6%	16%	3%	43%	2%	-2%	-1%	-7%	-6%

Random draw from the library; about 13% have a hit in one of these screens.
